# LYP phosphatase = inhibitors of LYP phosphatase, biochemical, fluorescence intensity, uHTS (AID 1779); recombinant LYP phosphatase, fluorescence intensity; higher % means a stronger effect; inhibition, % at 11.5 µM, or IC50 in µM where a hit was titrated; actives 0.054% (n = 290,000); in the data active = inhibition above about 50%;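 also: plate controls were vehicle with enzyme for no effect and no enzyme for full effect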
# * hit, by the source's call. Only part of the results is shown (hit frequency here may not be typical).
molecule | LYP phosphatase
COc1ccc(Cl)cc1S(=O)(=O)N1CCN=C1Cc1ccccc1 | -8%
COc1ccc(/C=N\NC(=O)c2ccccc2Br)cc1COc1c(F)c(F)cc(F)c1F | -4%
O=C(CN1C(=O)C2C3C=CC(C3)C2C1=O)OCC(=O)c1ccc([N+](=O)[O-])cc1 (configuration not stated) | -3%
CC(=O)c1cnc(Oc2cc(Cl)ccc2Cl)nc1C | 1%
COc1cccc(C(=O)Oc2ccc(/C=N/Nc3ccc(C(=O)O)cc3)cc2OC)c1 | 2%
Cc1ccc(NS(=O)(=O)c2c(C)[nH]c(=O)[nH]c2=O)c(C)c1 | -9%
COc1ccccc1CN1C(=O)CNC1=S | -6%
Cc1c([N+](=O)[O-])c(C(=O)NC2CCCC2)nn1C | -14%

# The closing 4 compounds of the part before lead into the next.
molecule | LYP phosphatase
COc1cccc(C(=O)Oc2ccc(/C=N/Nc3ccc(C(=O)O)cc3)cc2OC)c1 | 2%
Cc1ccc(NS(=O)(=O)c2c(C)[nH]c(=O)[nH]c2=O)c(C)c1 | -9%
COc1ccccc1CN1C(=O)CNC1=S | -6%
Cc1c([N+](=O)[O-])c(C(=O)NC2CCCC2)nn1C | -14%
O=C(Nc1cccc(C(F)(F)F)c1)c1c(O)c2ccccc2[nH]c1=O | -2%
C=CCOc1ccc(/C=C2/C(=N)N3N=C(CC(=O)N4CCCC4)SC3=NC2=O)cc1OC | 4%
Cc1ccc(C)c(N2C(=O)C3C4C=CC(CC4)C3C2=O)c1 (configuration not stated) | -3%
CCOC(=O)N1CCN(C/C(Cl)=C/c2ccccc2)CC1 | -6%
Cc1cc(C)cc(NC(=S)N2CCN(C(=O)c3ccco3)CC2)c1 | -7%
O=c1cc(CN2CCN(Cc3ccc(F)cc3)C(CCO)C2)[nH]c2ccccc12 (configuration not stated) | -6%
Cc1c(C)n(Cc2ccccc2)c2ccc(C(=O)NCCCN3CCOCC3)cc12 | -10%
Brc1ccc(-n2cnc(-c3ccccc3)c2)cc1 | -8%
C=CCOc1ccc(/C=C\c2nc(O)c([N+](=O)[O-])c(=O)[nH]2)cc1OC | -5%
Cc1nn(C(C)C(=O)NCCCc2ccccc2)c(=O)c2nn(-c3ccccc3)c(C)c12 (configuration not stated) | -6%
CC(=O)C(C)Sc1nnc(-c2ccccc2F)n1C1CC1 (configuration not stated) | 0%
CCc1ccccc1NC(=O)CSc1nc(C)c(C)o1 | -8%
CCc1cc(=O)oc2cc(OCC(=O)NCCCN3CCCC3=O)ccc12 | -12%
O=C(NCC1COCCO1)c1ccc2nc(Cc3cccc(Cl)c3)oc2c1 (configuration not stated) | -8%
O=C(N/C(=C/c1cccc([N+](=O)[O-])c1)C(=O)N1CCOCC1)c1ccccc1Br | -2%
CC(C)(C)NC(=O)Cn1c(SCC(=O)NC2CCCC2)nc2ccccc21 | -2%

# As a working copy, part of the list above:
molecule | LYP phosphatase
O=C(N/C(=C/c1cccc([N+](=O)[O-])c1)C(=O)N1CCOCC1)c1ccccc1Br | -2%
CC(C)(C)NC(=O)Cn1c(SCC(=O)NC2CCCC2)nc2ccccc21 | -2%

# More results
molecule | LYP phosphatase
C[C@@H](C(=O)NC1CCN(Cc2ccccc2)CC1)N1C(=O)N2CCc3c([nH]c4ccccc34)[C@@]2(C)C1=O | -5%
CCOc1ccccc1N1CCN(C(=O)c2cn(CC3CCCCC3)nn2)CC1 | 1%
Cc1ccc2occ(/C=N/NC(=O)c3ccc(O)cc3)c(=O)c2c1 | -5%
CCOc1ccc(-n2c(SCC(N)=O)nnc2-c2ccco2)cc1 | -10%
CCc1c(C)nc(N2CCN(c3cccc(OC)c3)CC2)[nH]c1=O | -9%
Cc1ccc2oc(C(=O)N(Cc3ccccc3)C3CCS(=O)(=O)C3)c(C)c2c1 (configuration not stated) | -5%
Cc1ccc(Cl)cc1NC(=O)Nc1c(C)n(C)n(-c2ccccc2)c1=O | -14%
Cc1[nH]c(C)c(C(=O)/C=C/c2ccc([N+](=O)[O-])cc2)c1C | -7%
CCOc1ccc(NC(=S)N2CCN(S(C)(=O)=O)CC2)cc1 | -8%
O=C(Cc1ccccc1)NCC(=O)Nc1ccccc1Br | -13%
OC[C@H]1O[C@@H]2O[C@H]3[C@H](O)[C@@H](O)[C@@H](O[C@H]4[C@H](O)[C@@H](O)[C@@H](O[C@H]5[C@H](O)[C@@H](O)[C@@H](O[C@H]6[C@H](O)[C@@H](O)[C@@H](O[C@H]7[C@H](O)[C@@H](O)[C@@H](O[C@H]1[C@H](O)[C@H]2O)O[C@@H]7CO)O[C@@H]6CO)O[C@@H]5CO)O[C@@H]4CO)O[C@@H]3CO | -4%
CN(C(=O)c1ccco1)c1ccccc1C(=O)O | -3%
CCCn1cc(S(=O)(=O)c2ccc(C)cc2)c(=O)c2cc(OC)ccc21 | -9%
Cc1cc(C)c2oc(=O)cc(CN3CCN(Cc4ccccc4)CC3)c2c1 | -1%
Cc1cnc(C(=O)OCC(=O)c2ccc(-c3ccccc3)cc2)cn1 | -4%
Cc1ccc(C(=O)NCc2ccco2)o1 | -12%
COc1ccc2ccccc2c1CN(C)Cc1ccccc1 | -8%
O=C(CN1CCc2ccccc2C1)Nc1ccc(OC(F)(F)F)cc1 | 2%
Cc1c(C(=O)N2CCCCC2)c(S(=O)(=O)Nc2cccc(Br)c2)c(C)n1C | -5%
CCOC(=O)C1(CCOc2ccccc2)CCN(CC=C(C)C)CC1 | -6%
Cc1ccccc1NC(=O)c1ccco1 | -8%
COc1ccc(C)cc1NCc1ccc([N+](=O)[O-])cc1 | -11%
CCOc1ccc(C2C(C(=O)c3ccco3)=C(O)C(=O)N2CCCn2ccnc2)cc1OCC (configuration not stated) | -8%
O=C1NC2(CCCCCC2)C(=O)N1Cc1cccc(Cl)c1 | -4%
O=S(=O)(Nc1ccccc1)c1cccc2nsnc12 | -4%
Cc1ccccc1-n1ncc2c1CC(C)(C)CC2NC(=O)CCn1cncn1 (configuration not stated) | -9%
COc1ccc(NS(=O)(=O)c2ccc3c(c2)N(C(C)=O)CC(C)S3)c(OC)c1 (configuration not stated) | -6%
Cc1ccc(C)c(N2CCN(S(=O)(=O)c3ccc4c(c3)CC(=O)N4C)CC2)c1 | -4%
CSc1ccc(/C=C/C(=O)c2c(O)cc(C)oc2=O)cc1 | -2%
COc1ccc(N(CC(=O)N2CCN(C)CC2)S(=O)(=O)c2cc(C)ccc2OC)cc1Cl | -7%
CCN1CCN(CCC(=O)Nc2ccc(F)c(F)c2)CC1 | -1%
CCC(OC(=O)c1nsc(Cl)c1Cl)C(=O)NCC1CCCO1 (configuration not stated) | -4%
CCOC(=O)c1c(-c2ccc(OC)cc2)oc2ccc(OCC(N)=O)cc12 | -14%
CC(C)CN(C(=O)COc1cccc(-n2cnnn2)c1)C1CCS(=O)(=O)C1 (configuration not stated) | -6%
CN(C)c1ccc(/C=N/n2c(C3CCCCC3)n[nH]c2=S)cc1 | 0%
COc1ccc(CCNC(=O)C(CCC(N)=O)NS(=O)(=O)c2ccc(Cl)cc2)cc1OC (configuration not stated) | -10%
CCc1nn(C(CC)C(=O)NCCCN2CC(C)CC(C)C2)c(=O)c2cc3oc(C)cc3n12 (configuration not stated) | -5%
CCOc1cc(/C=N\NC(=O)c2c(C)nc3ccccn23)ccc1O | -1%
CCNS(=O)(=O)c1ccc(C(=O)OCc2cc(=O)oc3cc(OC)ccc23)cc1 | -6%
COC(=O)c1cnc(Nc2cc(C)ccc2OC)c2ccccc12 | -2%

# A second format for 2 compounds above:
LYP phosphatase | Compound
-1% | CCOc1cc(/C=N\NC(=O)c2c(C)nc3ccccn23)ccc1O
-5% | CCc1nn(C(CC)C(=O)NCCCN2CC(C)CC(C)C2)c(=O)c2cc3oc(C)cc3n12 (configuration not stated)

# Later entries:
molecule | LYP phosphatase
O=c1c2[nH]cnc2n(-c2cccc(F)c2)c(=O)n1Cc1ccccc1 | -5%
COc1ccc2oc(CS(=O)c3ccccc3)c(C(=O)O)c2c1 (configuration not stated) | -5%
O=C(O)c1ccc2c(=O)n3c(nc2c1)/C(=C/c1cccc(O)c1)CC3 | -3%
Fc1ccccc1CN1CCC(Cc2ccccc2)CC1 | 1%
CCc1ccccc1OCC(=O)Nc1ccc2c(c1)OCCO2 | -1%
O=C(O)c1ccc(Nc2ccc3nonc3c2[N+](=O)[O-])cc1 | -5%
COc1ccc(-c2nc(CS(=O)CC(=O)NCCCN3CCCC(C)C3)c(C)o2)cc1OC (configuration not stated) | -8%
CC(=O)N1CCN(c2ccccc2NC(=S)NC(=O)c2cc3ccccc3o2)CC1 | -4%
COC(=O)c1ccc(Cn2nc(-c3cc(C)ccc3C)ccc2=O)cc1 | -5%
CC(=O)N1CCN(C(c2ccccc2)c2ccccc2)CC1 | -6%
COc1ccc(CCNS(=O)(=O)c2cn(C)nc2C)cc1OC | -10%
O=C(Cc1cc2ccccc2o1)NCc1ccc(F)cc1 | -2%
CN1C(=O)C2(OCCCO2)c2cc(Cl)ccc21 | -8%
C=CCC(=O)NC1CCCc2c1cnn2-c1cc(F)cc(F)c1 (configuration not stated) | -6%
Cc1ccccc1NC(=O)CN1C(=O)COc2ccc(S(=O)(=O)N3CCCC3)cc21 | -12%
CC(=O)NC(Cc1ccc(F)cc1)C(=O)NC1CCN(C(=O)Nc2cccc(C)c2)CC1 (configuration not stated) | -10%
CC(C)[C@H](NC(=O)c1ccco1)C(=O)N(C)Cc1c(F)cccc1Cl | -6%
COc1ccc(C(=O)NCc2nnc(SCC(=O)NCc3ccco3)o2)cc1OC | -10%
COc1cccc(CNC(=O)c2ccccc2-c2ccccc2C(=O)O)c1 | -3%
CCC1(c2ccc(F)cc2)NC(=O)N(CC(=O)NCc2ccc(C)cc2)C1=O (configuration not stated) | 2%
Cc1ccc(O)c(C(=O)c2cnc(/N=C(\N)N(C)C)nc2)c1 | -12%
NC(=O)COC(=O)[C@H](Cc1c[nH]c2ccccc12)NC(=O)c1ccc(F)cc1 | -7%
O=C(O)Cc1sc(NCCc2ccccc2)nc1-c1ccc(F)cc1 | -5%
CCC(C)c1ccc(C(CC)NC(=O)C2CCCO2)cc1 (configuration not stated) | -4%
Brc1ccc(C2=Nn3cnnc3SC2)cc1 | -5%
CCOc1ccc(CC(=O)N/N=C(\C)c2cccnc2)cc1OCC | -5%
O=C(Nc1ccc(F)c(F)c1)C1CCN(S(=O)(=O)c2cccc3nonc23)CC1 | -8%
COc1cc2c(cc1OC)CN(c1ccc(F)cc1[N+](=O)[O-])CC2 | -9%
COc1ccc(Cl)cc1NS(=O)(=O)c1cccc2cccnc12 | -4%
CCN(Cc1cnn(C)c1)C(=O)c1cc(COc2ccc3c(c2)CCCC3)on1 | -3%
O=C(NCCCN1CCCC1=O)c1cc(COc2ccc(F)cc2F)on1 | -7%
O=C1C(=O)N(CCS(=O)(=O)c2ccccc2)c2ccc(F)cc21 | 0%

# Among those listed so far, 2 have a CF3 group.
molecule | LYP phosphatase
O=C(Nc1cccc(C(F)(F)F)c1)c1c(O)c2ccccc2[nH]c1=O | -2%
O=C(CN1CCc2ccccc2C1)Nc1ccc(OC(F)(F)F)cc1 | 2%

# Further compounds follow:
molecule | LYP phosphatase
CN(CC(=O)NCCc1ccc(F)cc1)Cc1ccc(Br)cc1 | -11%
CC(=O)Nc1cccc(NC(=O)c2cccc3cccnc23)c1 | -9%
CCCCn1c(=O)c2c(nc3n2CCCN3Cc2ccccc2)n(C)c1=O | -2%
O=C(O)c1ccccc1NC(=O)c1cc2ccccc2oc1=O | -3%
COc1cccc(CNC(=O)CN2C(=O)COc3ccc(S(=O)(=O)N4CCCCC4)cc32)c1 | -1%
COC(=O)c1ccc(CN(c2ccc(C(=O)O)c(O)c2)S(=O)(=O)c2ccc(Cl)c([N+](=O)[O-])c2)cc1 | 5%
Cc1cccc(C)c1NC(=O)CS(=O)CC(=O)N1CCN(c2ccccc2)CC1 (configuration not stated) | -11%
O=C(NNC(=S)NCC1CCCO1)c1cc(Br)ccc1Cl (configuration not stated) | -8%
Cc1ccc(S(=O)(=O)NCC(=O)N2CCc3ccccc3C2)cc1 | -8%
O=C(NCC(=O)N1CCN(C(=O)c2ccco2)CC1)c1ccc(Br)cc1 | -9%
CC(C)(Oc1ccc(Cl)cc1)C(=O)Nc1ccc2oc(=O)ccc2c1 | -9%
COc1cc2c(cc1OC)C1CC(=O)C(CC(C)C)CN1CC2 (configuration not stated) | -6%
NS(=O)(=O)c1ccc(N/N=C/C=C/c2ccccc2[N+](=O)[O-])cc1 | -6%
O=C(CCCN1C(=O)/C(=C/c2ccccc2)SC1=S)Nc1ccc(C(=O)O)c(O)c1 | -9%
CCN(C(=O)Cc1c(C(=O)O)n(C)c2ccccc12)c1cccc(C)c1 | -1%
COc1ccc(NC(=O)NCCN2CCN(c3cc(OC)ccc3OC)CC2)cc1 | -11%
COc1cc(/C=N/NS(=O)(=O)c2ccccc2)c(OC)c(OC)c1 | 0%
COc1ccc2c(c1)N(C)/C(=C/c1cccc[n+]1C)S2 | -4%
CCOC(=O)N1CCC(N2Cc3cccc(C(=O)Nc4ccc(S(=O)(=O)N(CC)CC)cc4)c3C2=O)CC1 | -6%
Cc1ccc(C)c(NC(=O)NNC(=O)CCc2ccccc2)c1 | -6%
COc1cc(Cl)cc(/C=C/c2ccc3cccc(O)c3n2)c1OC | 0%
Cc1nn(C(C)(C)C)c(OC(=O)CC(C)C)c1S(=O)(=O)c1ccccc1 | -4%
CSc1ccccc1OCc1cc(C(=O)NC2CCOC(C)(C)C2)no1 (configuration not stated) | -8%
